Source: PubChem BioAssay (National Center for Advancing Translational Sciences (NCATS))
BRCA1 expr up: qHTS Assay to Identify Small Molecule Activators of BRCA1 Expression; MCF7-BRCA1-FFLuc reporter, luminescence, 48 h; response scale: scaled: vehicle 0%, 10 µM genistein 100%; Potency, µM (top dose mostly 46.1 µM), for the others: at the top dose activation, most hits filed as activators; 380,000 tested, 1.1% active; AID 624202, 2012; further: potency means the concentration at half of the fitted maximal effect; nearly all actives have a fitted effect of over 80% in size; some results filed as inactive show a strong effect at the top dose
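Luminescence from a BRCA1-driven firefly luciferase in MCF7 cells was the read-out, taken 15 min after substrate addition following 48 h compound exposure at 37 °C. Data were normalized to a 10 microM genistein control and DMSO vehicle.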
RORg inh: qHTS for inhibitors of ROR gamma transcriptional activity; Nuclear receptor ROR-gamma (Mus musculus), P51450; Drosophila S2 Gal4-RORgamma UAS-luciferase reporter, 20 h; Potency, µM (top dose mostly 53.6 µM), without a hit: at the highest dose activity change, negative = inhibition, most hits filed as inhibitors; 310,000 tested, 5.4% active; further: potency means the concentration at half of the fitted maximal effect; on the % scale 0 is the no-effect control and ±100 the full control effect; nearly all actives have a fitted effect of over 60% in size
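Compounds are pin-transferred onto Drosophila Schneider cells expressing a copper-inducible Gal4–ROR gamma transactivation domain fusion. After 1 hr, copper sulfate is added to 700 uM final; luciferase is read 20 hr later.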
FLuc modulator: qHTS profiling assay for firefly luciferase inhibitor/activator using purifed enzyme and Km concentrations of substrates (counterscreen for miR-21 project). purified FLuc, Km substrates, luminescence inhibition. Luciferin 4-monooxygenase (Photinus pyralis), P08659. Potency, µM (doses to about 57.5 µM), for inactives: top-dose activity change, negative = inhibition, most hits filed as inhibitors. 360,000 tested, 6.9% active;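 further: potency means the concentration at half of the fitted maximal effect; plate controls were vehicle for no effect and reference inhibitor for full effect; nearly all actives have a fitted effect of over 55% in size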
Target sequence (P08659 whole entry, looked up): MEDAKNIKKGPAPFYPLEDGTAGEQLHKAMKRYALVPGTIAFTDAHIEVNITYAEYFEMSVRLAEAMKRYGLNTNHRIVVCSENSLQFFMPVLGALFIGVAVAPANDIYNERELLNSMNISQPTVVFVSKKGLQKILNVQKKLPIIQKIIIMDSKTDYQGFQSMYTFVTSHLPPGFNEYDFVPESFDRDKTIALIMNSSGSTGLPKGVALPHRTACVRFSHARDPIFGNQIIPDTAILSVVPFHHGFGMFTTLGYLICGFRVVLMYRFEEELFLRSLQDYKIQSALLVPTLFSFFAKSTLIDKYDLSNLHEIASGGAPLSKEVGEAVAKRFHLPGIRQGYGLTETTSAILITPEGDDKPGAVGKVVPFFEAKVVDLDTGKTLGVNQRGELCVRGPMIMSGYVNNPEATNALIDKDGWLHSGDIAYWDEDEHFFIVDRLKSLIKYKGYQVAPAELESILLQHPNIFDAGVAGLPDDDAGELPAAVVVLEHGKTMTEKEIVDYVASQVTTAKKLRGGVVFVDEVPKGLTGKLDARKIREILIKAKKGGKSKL
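Biochemical qHTS of compounds, final roughly 60 µM downward over six points, against 10 nM purified firefly luciferase using Km concentrations of substrates (10 uM D-luciferin, 10 uM ATP) in Tris acetate pH 7.5 buffer; luminescence output.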
ELG1 genotox: qHTS screen for small molecules that induce genotoxicity in human embryonic kidney (HEK293T) cells expressing luciferase-tagged ELG1. HEK293T ELG1-luciferase reporter, luminescence, 16 h. Potency, µM (top dose mostly 46 µM), for the others: at the top dose activity change, positive = activation, hits mostly activators. 330,000 tested, 1.3% active. AID 504466, 2011; further: potency means the concentration at half of the fitted maximal effect; % of control where 0% means no effect; nearly all actives have a fitted effect of over 60% in size
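Quantitative HTS format in 1536-well plates. HEK293T ELG1-luciferase reporter cells receive test compound and are incubated 16 hr at 37 °C, 5% CO2; ONE-Glo added, 30 min room temperature, then luminescence read.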
TRPV1 ag: HTS Assay for Compounds that Act as Agonists of the Vanilloid Receptor 1; activation, % at 8.33 µM; Transient receptor potential cation channel subfamily V member 1 (Homo sapiens), Q8NER1; 320,000 tested, 0.19% active; AID 540275, 2011; TRPV1-expressing cells, Fluo-8 calcium influx, agonist mode; in the data active means activation above about 80%; inconclusive means between about 30% and that limit; further: 0% is about no effect
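Fluo-8 calcium influx in TRPV1-expressing cells, kinetic read (ex 480/em 520 nm). Compound added and read 3 min for agonist activity, followed by capsaicin at EC20 final and 2 min further read for enhancement.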
NPC1 promoter act: qHTS Assay for NPC1 Promoter Activators; 320,000 tested, 2.4% active; AID 485313, 2010; Potency, µM (highest dose often 9.22 µM), for the others: top-dose activation, usual class: activators; Huh7 NPC1 promoter luciferase reporter, 24 h;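 further: potency means the concentration at half of the fitted maximal effect; % of control where 0% means no effect; nearly all actives have a fitted effect of over 60% in size; reporter is driven by a mutant NPC1 promoter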
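Compounds in DMSO were transferred onto Huh7 NPC1-luciferase reporter cells pre-incubated 2 h; after 24 h at 37 °C, Amplite reagent was dispensed and luminescence recorded 10 min later.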
ELG1 DNA repair: qHTS screen for small molecules that inhibit ELG1-dependent DNA repair in human embryonic kidney (HEK293T) cells expressing luciferase-tagged ELG1; HEK293T ELG1-luciferase reporter, luminescence, 16 h; DNA damage induced by 5-fluorouridine; Potency, µM (highest dose often 46.1 µM), inactives show at the top dose activity change, negative = inhibition, hits mostly inhibitors; 330,000 tested, 2.3% active; AID 504467, 2011; further: potency means the concentration at half of the fitted maximal effect; on the % scale 0 is the no-effect control and ±100 the full control effect; nearly all actives have a fitted effect of over 55% in size
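HEK293T cells expressing luciferase-tagged ELG1 (2,000/well) received 5-Fluorouridine plus compound or DMSO for 16 hr at 37 °C. Luciferase was read by ONE-Glo luminescence after 30 min at room temperature.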
Rab9 prom act: qHTS Assay for Rab9 Promoter Activators. Huh7 Rab9 promoter-luciferase reporter, luminescence, 24 h. Potency, µM (doses to about 9.22 µM), for the others: at the top dose activation, negative = inhibition, usual class: activators. 320,000 tested, 2.8% active. AID 485297, 2010; further: potency means the concentration at half of the fitted maximal effect; % of control where 0% means no effect; nearly all actives have a fitted effect of over 60% in size
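Luminescence read-out: Huh7 cells stably expressing Rab9-luciferase, treated 24 h with compound at 37 °C, then lysed with luciferase reagent for 10 min at ambient before reading.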
VP16 counter: VP16 counterscreen qHTS for inhibitors of ROR gamma transcriptional activity; Drosophila S2 Gal4-VP16 UAS-luciferase, luminescence, 20 h; Potency, µM (titrated, usually from 53.6 µM), for inactives: top-dose activity, negative = inhibition, most hits filed as inhibitors; 310,000 tested, 3.5% active; AID 2546, 2010;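 further: Gal4-VP16 expression switched on by copper sulfate through the metallothionein promoter; potency means the concentration at half of the fitted maximal effect; on the % scale 0 is the no-effect control and ±100 the full control effect; nearly all actives have a fitted effect of over 50% in size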
Tb PFK inh: qHTS Assay to Find Inhibitors of T. brucei phosphofructokinase | 330,000 tested, 0.17% active | T. brucei PFK, ADP-Glo luminescence | ATP-dependent 6-phosphofructokinase (Trypanosoma brucei brucei), O15648 | Potency, µM (top dose mostly 57.5 µM), without a hit: top-dose activity, negative = inhibition, actives largely listed as inhibitors;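 further: potency means the concentration at half of the fitted maximal effect; 0% = uninhibited 1x PFK enzyme wells and -100% = no-enzyme wells; nearly all actives have a fitted effect of over 60% in size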
Target sequence (O15648 whole entry, looked up): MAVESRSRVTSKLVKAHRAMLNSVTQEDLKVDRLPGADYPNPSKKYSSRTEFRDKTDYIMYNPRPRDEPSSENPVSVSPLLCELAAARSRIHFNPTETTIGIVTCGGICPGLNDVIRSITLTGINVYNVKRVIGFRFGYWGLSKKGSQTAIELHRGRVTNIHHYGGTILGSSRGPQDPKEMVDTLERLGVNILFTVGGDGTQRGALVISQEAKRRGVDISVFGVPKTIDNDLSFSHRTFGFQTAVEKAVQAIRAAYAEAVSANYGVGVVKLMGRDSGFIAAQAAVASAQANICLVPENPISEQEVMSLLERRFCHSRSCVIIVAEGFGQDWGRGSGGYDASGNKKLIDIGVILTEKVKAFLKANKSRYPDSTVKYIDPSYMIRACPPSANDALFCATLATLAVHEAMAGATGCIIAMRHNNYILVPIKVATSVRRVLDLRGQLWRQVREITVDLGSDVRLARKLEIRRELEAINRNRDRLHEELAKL
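Activity is normalized to no-enzyme wells (full inhibition) and 1.25 nM enzyme wells (no inhibition). Reaction: 0.5 mM F6P, 0.1 mM ATP, 45 min RT, ADP-Glo luminescence; concentration-response curves fitted and classed by quality.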
p53 reactivation: qHTS assay for re-activators of p53 using a Luc reporter; 320,000 tested, 0.063% active; AID 504706, 2011; H1299 p53-A138V BP100-luciferase reporter, luminescence, 24 h; Potency, µM (series often up to 92.2 µM), for the others: top-dose activity change, positive = activation, hits mostly activators; further: potency means the concentration at half of the fitted maximal effect; % of control where 0% means no effect; nearly all actives have a fitted effect of over 45% in size
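p53-null H1299 cells stably carrying temperature-sensitive p53-A138V and a BP100-luciferase reporter were pinned with compounds (4-point, 1:5 series) and held 24 hrs at 37 deg C. Luminescence was read 10 min after detection reagent.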
An asterisk follows results filed as active; u = inconclusive; x = not tested or not shown; [ ] = dose if it differs, or a comment. Unless noted, the call rests on the fitted dose curve; in most records, active means well fitted curve in the direction sought with a large enough effect; inconclusive means small, poorly fitted or top-dose-only effect, or another doubt; inactive means no such curve, though single readings can be large; an effect the other way counts as inactive or inconclusive. This is a random part of the collection; about 15% have a hit in one of these screens.

The line under a structure holds: BRCA1 expr up, RORg inh, FLuc modulator, ELG1 genotox, TRPV1 ag, NPC1 promoter act, ELG1 DNA repair, Rab9 prom act, VP16 counter, Tb PFK inh, p53 reactivation
OCCN(Cc1ccccc1)CC1CC2C=CC1C2 (configuration not stated)
→ -17%, 1%, 2%, x, 5, x, x, x, -7%, x, x
COc1cc(N=C(N)N=C(N)N)cc(OC)c1
→ -15%, 3%, 1%, -4%, -4, -3%, 7%, -2%, 0%, -7%, 10%
COc1ccc(/C=N/n2c(-c3cc(C)[nH]n3)n[nH]c2=S)cc1OC
→ 4%, -4%, -3%, 6%, 11, 0%, 21%, 1%, -1%, -8%, -4%
Cc1nn(-c2ccccc2)c(C)c1C(=O)OCC(=O)NCc1ccco1
→ 2%, -8%, -17%, 6%, 2, -3%, 2%, 2%, 26%, -2%, 5%
COC(=O)c1sccc1NC(=O)COc1ccc(C)cc1
→ 36%, 13%, u, 8%, 13, 10%, u, 16%, -11%[10 µM], 4%, 8%
Cc1cccc(N2C(=O)c3ccc(Br)cc3C2=O)n1
→ x, -20%, 1%, 1%, -1, -1%, 2%, -3%, 3%, -3%, -3%
CCOC(=O)CC1(CC(=O)OCC)NC(=O)c2c(C)sc(C(=O)OCC)c2N1
→ -39%, -8%, -2%, 3%, 8, 0%, u, -7%, 7%, -2%, -11%
O=C(CCl)Nc1c(C(=O)Nc2ccc3c(c2)OCCO3)oc2ccccc12
→ -29%, 0%, u, u, 0, 4µM*, u, 4µM*, u, 1%, -20%
O=C(NCc1ccccc1Cl)C1CCN(S(=O)(=O)c2cccc3nonc23)CC1
→ 0%, 14%, -1%, 5%, u, 3%, -2%, -3%, -5%, -1%, -3%
O=C(CN1CCN(S(=O)(=O)c2ccccc2)CC1)Nc1cccc(C(F)(F)F)c1
→ -47%, 0%, 1%, -3%, 8, -4%, u, -5%, u, -7%, -18%
O=C(c1ccoc1)N1CCCC(CO)(CCCc2ccccc2)C1 (configuration not stated)
→ -12%, -19%, 1%, 8%, 1, 1%, -6%, 0%, 2%, 0%, -1%
Cc1ccc(C)c(OCCC(=O)N(C)CC(=O)Nc2c(C)cccc2C)c1
→ 0%, x, 5%, 2%, -4, 0%, -1%, -7%, x, -7%, -3%
COc1cccc(CNCCc2c[nH]c3ccccc23)c1OCc1ccccc1F
→ -72%, u, 0%, -5%, 17, 2%, u, -12%, u, 3%, -8%
O=C(CO/N=C/c1ccc(OC(F)F)cc1)NC1CCCC1
→ 2%, 20%, 1%, -3%, 6, -8%, -16%, -1%, -4%, 0%, -9%
O=C(Nc1n[nH]c(C(F)(F)F)n1)c1cccs1
→ 0%, -3%, 3%, -3%, -2, -5%, -1%, -1%, 6%, -1%, -2%
O=C(COC(=O)c1ccc(Cl)nc1)Nc1ccc(Cl)cc1
→ -11%, x, 4%, 0%, -1, 8%, 3%, 3%, x, -2%, -3%
COc1ccc(OC)c(-n2nnnc2SCC(=O)N2CCN(C(=O)c3ccco3)CC2)c1
→ 0%, -2%, 0%, -3%, 0, -1%, 10%, -2%, -2%, 1%, -1%
COc1ccc(-c2cc(C(F)(F)F)c(C#N)c(SCC(=O)O)n2)cc1OC
→ x, 17%, 5%, -1%, -4, 2%, 10%, 0%, -3%, 5%, 0%
O=C(NC1CCN(S(=O)(=O)c2ccc(F)cc2)CC1)c1cccc(F)c1
→ -7%, -29%, 1%, 4%, 6, 0%, u, 0%, 4%, 3%, x
COc1cc(OC)c(NC(=O)c2ccccc2F)cc1Cl
→ -34%, 7%, u, 3%, 6, 6%, 5%, 14%, -2%, 3%, 0%
CCCSc1nc(C)cc(=O)[nH]1
→ 22%, 24%, 0%, 0%, -2, 1%, 10%, 0%, 9%, -3%, 2%
CCc1ccc(NC(=O)c2cnn3c(C(F)F)cc(C)nc23)cc1
→ -31%, 2%, -2%, 8%, -3, 0%, -6%, 0%, 2%, -2%, -3%
O=C(/C=C/Nc1ccc(OC(F)(F)F)cc1)C(F)(F)F
→ 0%, 11%, u, 0%, x, -4%, -1%, 0%, 3%, -2%, -5%
COc1ccc(-n2ccnc2SCC(=O)NC2CCCC2)c(OC)c1
→ -38%, 17%, 4%, -3%, -2, -2%, 4%, -2%, 1%, -2%, 4%
COc1cccc(NC(=O)CN(C)C(=O)c2ccccc2Sc2ccccc2C#N)c1
→ 15%, x, 1%, -1%, 1, -5%, u, 2%, x, 0%, -1%
Cc1ccc2[nH]c(=O)c(C(c3nnnn3C(C)(C)C)N(Cc3ccco3)CC3CCCO3)cc2c1 (configuration not stated)
→ -3%, -15%, 1%, -1%, u, 2%, 7%, 9%, -2%, 3%, -4%
COc1cccc(/C=C(/C#N)c2ccc(Cl)cc2)c1OCc1cccc(C(=O)O)c1
→ 23%, 1%, u, 4%, -2, 7%, -2%, 11%, -5%, 3%, 4%
C=CCn1c(SCC(=O)CC(=O)OCC)nc2cc(C(=O)N3CCC(C(N)=O)CC3)ccc2c1=O
→ -1%, 15%, -2%, -2%, 2, -2%, 8%, -1%, 2%, 0%, 0%
COc1ccc(COC(=O)Nc2c(SC)nsc2SC)cc1
→ 0%, -3%, -8%, -1%, 8, 0%, 2%, 1%, -1%, -18%, 7%
CC(=O)Nc1ccc(Nc2ccccc2)cc1
→ 51%, 1%, -21%, 7%, 12, 2%, u, 2%, 0%, -3%, 16%
COc1ccccc1C1CC(c2ccc(Cl)cc2)Nc2ncnn21 (configuration not stated)
→ 1%, -13%[0.365 µM], -1%, -4%, 9, -1%, 0%, 1%, x, -8%, -11%
CCCCN(C(=O)c1c(CC)noc1C)c1c(N)n(CCC)c(=O)[nH]c1=O
→ 1%, x, 0%, -9%, -3, 0%, 0%, 1%, x, 0%, 4%
C=CCNC(=O)C1CC2Cn3c(nc4cc5ccccc5cc43)C2N1C (configuration not stated)
→ 63%, 0%, -16%, 8%, 1, u, u, 12%, 0%, -23%, 6%
CCc1cc2cc3c(cc2nc1SCC(=O)Nc1nccs1)OCO3
→ -33%, -44%, 6%, 17%, -2, -6%, 10%, 0%, -15%, 1%, 9%
Cc1ccc(C)c(CN2CCC(CNC(=O)Nc3cccc(Cl)c3C)CC2)c1
→ -47%, -35%, -3%, -6%, 1, -3%, 11%, 0%, -3%, 2%, 0%
CCOCCCNC(=O)C(c1ccc(C)cc1)N(Cc1ccc2c(c1)OCO2)C(=O)c1cnccn1 (configuration not stated)
→ 0%, 22%, 10%, -1%, 2, -3%, -3%, 0%, -3%, 2%, -1%
COC(=O)CSC1=C(C#N)C(=O)NC(c2ccccc2)S1 (configuration not stated)
→ 11%, -11%, -10%, -7%, -4, -24%, 19%, -45%[inhibitor], 2%, u, 0%
CC1CCCC(C)N1C(=O)COC(=O)CNC(=O)c1ccccc1 (configuration not stated)
→ -1%, x, 3%, 3%, 2, -2%, 10%, 0%, x, 8%, -6%
COc1ccc(S(=O)(=O)NCc2ccccn2)cc1Cl
→ -5%, -39%, -1%, -9%, 1, 4%, 0%, -4%, -1%, -9%, u
COC(=O)c1ccccc1NC(=O)c1ccnn1C
→ 0%, -16%, -3%, 4%, 0, -1%, 6%, 0%, 8%, 0%, 2%
CCCCCC[n+]1c(-c2ccc(Cl)cc2Cl)csc1Nc1ccccc1
→ -19%, -7%, 4%, -1%, 2, -4%, -3%, 1%, -12%, -1%, 10%
COCCN1CCN(C(=O)C2CCC(=O)N(Cc3ccc(Cl)cc3)C2)CC1 (configuration not stated)
→ 5%, -19%, 2%, -4%, -1, -3%, 27%, -1%, 4%, -1%, 3%
